# Screening results as filed in PubChem BioAssay.
# STAT3 inh = STAT3 signaling inhibition. U3A cells, IL-6 STAT3-luciferase reporter, luminescence; host cell line lacks STAT1. inhibition, % at 5.5 µM. hit rate 0.89% among 190,000. AID 862;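 active means inhibition above the mean inhibition across all screened compounds plus 3 SD, cut at about 44% in these data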;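 further: 0% = DMSO only wells and 100% = 100 µM nifuroxazide control wells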
# bIAP inh = intestinal alkaline phosphatase (bovine) inhibition | purified bovine IAP, CDP-star luminescence, 30 min | inhibition, % at 20 µM | 190,000 tested, under 10 active;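 active means over 50% inhibition of intestinal alkaline phosphatase at 20 µM in the single-dose screen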
#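 System: Purified bovine intestinal alkaline phosphatase (IAP) enzyme | Input: IAP diluted 1/65,000,000 in the well | Also added: CDP-star chemiluminescent phosphatase substrate, 30 µM final | Dosing: 20 µM single dose | Times: Enzyme reaction for 30 min at room temperature | Detection: Luminescence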
# STAT3 activator = increases IL-6 driven STAT3 reporter signal. AID 871. hit rate 0.91% among 190,000. U3A cells, IL-6 STAT3-luciferase reporter, luminescence; 100% = signal with IL-6 EC80 alone. activation (% of control), % at 5.6 µM;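 active means activation above the screen-wide mean of compound activation plus 3 SD, cut at about 130% in these data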;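 further: 0% = background luminescence of wells with medium and substrate only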
#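 Test system: Human STAT1-deficient U3A cells with stable STAT3-luciferase reporter | Also added: Interleukin-6, 33 ng/mL | Timing: Compound pre-incubation 1 h before IL-6, then 6 h stimulation at 37 °C | Technique: Luciferase reporter luminescence | Read-out: Percent of IL-6-only median luminescence | Benchmarks: IL-6-only wells as 100% reference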
# PPARg SRC2 recr = PPARgamma-driven SRC-2 recruitment agonism. activation, % at 8 µM. AID 1032. P37231. PPARgamma LBD-SRC-2 recruitment, biochemical. hit rate 0.34% among 200,000; in the data active means activation above about 22%;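 further: 0% = vehicle and 100% = reference agonist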
# Target sequence (P37231 whole entry, looked up, the tested form may be a part): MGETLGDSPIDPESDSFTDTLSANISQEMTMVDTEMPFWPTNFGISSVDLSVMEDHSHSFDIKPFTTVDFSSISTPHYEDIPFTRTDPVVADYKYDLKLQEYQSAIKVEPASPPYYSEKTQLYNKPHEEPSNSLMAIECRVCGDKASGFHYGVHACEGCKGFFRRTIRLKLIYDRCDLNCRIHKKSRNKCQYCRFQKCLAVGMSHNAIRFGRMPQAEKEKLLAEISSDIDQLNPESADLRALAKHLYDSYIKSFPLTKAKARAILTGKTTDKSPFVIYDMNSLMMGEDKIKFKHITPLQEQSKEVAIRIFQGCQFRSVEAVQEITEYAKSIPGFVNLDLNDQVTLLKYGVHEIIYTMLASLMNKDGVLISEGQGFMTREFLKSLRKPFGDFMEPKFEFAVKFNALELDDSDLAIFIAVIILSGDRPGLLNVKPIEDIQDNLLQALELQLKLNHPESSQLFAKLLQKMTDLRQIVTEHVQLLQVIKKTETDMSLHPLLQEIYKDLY
# bIAP activator = increases bovine intestinal alkaline phosphatase activity; AID 1016; hit rate 0.17% among 200,000; activation factor at 20 µM; purified bovine IAP, CDP-star luminescence, 30 min; stronger effect = higher value; fold of DMSO-control signal, blank-subtracted;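 active means activation factor of 2 or more at 20 µM, a signal rise over negative controls twice the positive control's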
# PPARg SRC-3 ag = promotes SRC-3 coactivator recruitment by human PPARgamma; biochemical PPARgamma/SRC-3 coactivator recruitment assay; hit rate 0.26% among 200,000; activation, % at 8 µM; P37231; AID 731; in the data active means activation above about 23%;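 further: 0% = DMSO and 100% = reference agonist; some compounds past the cut are filed as inactive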
# ROMK primary = modulates human ROMK potassium channel activity; AID 1918; P48048; B-score at 10 µM; hit rate 2% among 130,000; Tet-inducible ROMK, thallium flux fluorescence; actives lie on both sides;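 active means signal ratio slope over the read window, or its plate-corrected B-score, at least 3 SD from the plate mean, either direction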;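 further: B-score of the F/F0 ratio slope over 7 to 12 s after thallium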
# Target sequence (P48048 whole entry, looked up): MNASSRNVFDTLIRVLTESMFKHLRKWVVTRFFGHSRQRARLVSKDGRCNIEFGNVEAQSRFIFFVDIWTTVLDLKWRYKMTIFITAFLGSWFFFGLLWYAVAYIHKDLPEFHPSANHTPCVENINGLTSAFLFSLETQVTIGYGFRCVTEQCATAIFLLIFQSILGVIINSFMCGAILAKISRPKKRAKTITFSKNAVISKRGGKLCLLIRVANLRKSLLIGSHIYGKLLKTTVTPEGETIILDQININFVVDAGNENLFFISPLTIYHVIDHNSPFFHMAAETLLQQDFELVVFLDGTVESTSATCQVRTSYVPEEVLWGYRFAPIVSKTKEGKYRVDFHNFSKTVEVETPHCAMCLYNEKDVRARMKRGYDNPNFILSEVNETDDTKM
# TNAP act hiacc = TNAP (human) activation, high acceptor | P05186 | purified TNAP, CDP-star luminescence, 1 M DEA, 30 min; stronger effect = higher value; 0 = EDTA background, 1 = DMSO-only activity | activation factor at 20 µM | 200,000 tested, under 10 active;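 active means activation factor at least 2 at 20 µM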
#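 system = human TNAP | amount = enzyme diluted 1/800 final | reagent = 100 µM CDP-star substrate | signal = luminescent substrate turnover signal | dosing = one dose, 20 µM | benchmarks = EDTA negative control, DMSO positive control | measure = activation factor | timing = 30 min reaction, room temperature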
# STAT1 inh = STAT1 signaling inhibition. hit rate 0.35% among 200,000. inhibition, % at 5.5 µM. AID 920. NIH 3T3 STAT1-luciferase reporter, IFN-gamma, luminescence;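 active means inhibition above a set limit, the mean inhibition across all tested compounds plus 3 SD, cut at about 34% in these data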;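 further: 0% = IFN-gamma with DMSO and 100% = IFN-gamma with 300 µM nifuroxazide; values of inactives mirror those of a sister screen read the other way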
# PPARg SRC1 recr = PPARgamma-driven SRC-1 recruitment agonism | P37231 | PPARgamma-SRC-1 coactivator recruitment biochemical assay | activation, % at 8 µM | hit rate 0.41% among 200,000 | AID 631; in the data active means activation above about 19%;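 further: 0% = DMSO and 100% = reference agonist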
# SRC2 TRFRET art = TR-FRET artefact, counter-screen to PPARgamma/SRC-2 agonist assay; AID 1049; hit rate 0.4% among 200,000; stronger effect = higher value; TR-FRET ratio at 8 µM; in the data active means TR-FRET ratio above about 2000; further: inactives centre near 1500
# Numbers without * were called inactive; / = not tested or not shown.
# Abbreviations: A = STAT3 inh; B = bIAP inh; C = STAT3 activator; D = PPARg SRC2 recr; E = bIAP activator; F = PPARg SRC-3 ag; G = ROMK primary; H = TNAP act hiacc; I = STAT1 inh; J = PPARg SRC1 recr; K = SRC2 TRFRET art
> Cc1nn(-c2ccc(F)cc2)c(Cl)c1/C=N/NC(=O)c1cccc(S(=O)(=O)N2CCCC2)c1
  A = -3.1; B = 27.3; C = 102.6; D = -5.6; E = 0.7; F = -1.9; G = 0.384; H = 1; I = 3.3; J = -5.1; K = 1617

> COc1ccc(C(O)C(CN2CCOCC2)c2ccccc2)cc1F (centres undefined)
  A = 1.1; B = -2.9; C = 102.6; D = 11.0; E = 1; F = 5.8; G = /; H = 1; I = -10.0; J = -0.3; K = 1596

> COc1ccc(CNC(=O)CCN2C(=S)NC(C)(C)CC2C)cc1 (centres undefined)
  A = 1.1; B = 10.9; C = 106.0; D = -7.3; E = 0.9; F = -1.1; G = 0.902; H = 1; I = -3.6; J = 3.9; K = 1359

> O=C(Nc1cccc(S(=O)(=O)NC2=NCCCCC2)c1)c1cc(-c2ccc(Cl)cc2)nc2ccccc12
  A = 15.3; B = 9.0; C = 93.5; D = 9.0; E = 0.9; F = 4.0; G = -0.17; H = 1; I = 5.7; J = 0.4; K = 1927

> CC(C)CN(CC(C)C)S(=O)(=O)N1CCC(C(=O)NCc2ccc3c(c2)OCO3)CC1
  A = 8.9; B = -3.2; C = 96.5; D = 1.5; E = 1; F = 4.3; G = -0.0163; H = 1; I = 5.2; J = 3.9; K = 1548

> CCOC(=O)CCNC(=O)N1CCCC(CNS(=O)(=O)Cc2ccccc2)C1 (centres undefined)
  A = 4.2; B = -7.9; C = 98.5; D = 2.9; E = 1.1; F = -1.9; G = -0.245; H = 1; I = -3.0; J = 2.8; K = 1298

> COc1ccc(C(=O)c2oc3ccc(OC)cc3c2NC(C)=O)cc1
  A = 23.1; B = -7.0; C = 86.0; D = 10.4; E = 1.1; F = 5.5; G = -0.382; H = 1; I = -4.6; J = 3.6; K = 1739

> CCc1cc2c(SCC(=O)N(CC)c3c(N)n(Cc4ccccc4)c(=O)[nH]c3=O)ncnc2s1
  A = 1.5; B = -12.7; C = 99.8; D = 6.7; E = 1.1; F = 3.9; G = -0.0398; H = 1.1; I = 9.3; J = 0.3; K = 1573

> Cc1noc(C)c1CSc1nc2ccccc2c(=O)n1-c1ccc(Cl)cc1
  A = 4.8; B = 7.7; C = 96.9; D = 1.2; E = 0.9; F = 7.4; G = -0.314; H = 1; I = 12.1; J = 6.1; K = 1472

> Cc1ccc(S(=O)(=O)N2CCC(C(=O)N[C@@H](C)C(=O)NCc3ccccc3)CC2)cc1
  A = 10.9; B = -0.6; C = 96.0; D = 5.1; E = 1; F = 3.0; G = /; H = 1; I = 1.7; J = 2.8; K = 1348

# The final two entries of the section above lead into the next.
# Abbreviations: A = STAT3 inh; B = bIAP inh; C = STAT3 activator; D = PPARg SRC2 recr; E = bIAP activator; F = PPARg SRC-3 ag; G = ROMK primary; H = TNAP act hiacc; I = STAT1 inh; J = PPARg SRC1 recr; K = SRC2 TRFRET art
> Cc1noc(C)c1CSc1nc2ccccc2c(=O)n1-c1ccc(Cl)cc1
  A = 4.8; B = 7.7; C = 96.9; D = 1.2; E = 0.9; F = 7.4; G = -0.314; H = 1; I = 12.1; J = 6.1; K = 1472

> Cc1ccc(S(=O)(=O)N2CCC(C(=O)N[C@@H](C)C(=O)NCc3ccccc3)CC2)cc1
  A = 10.9; B = -0.6; C = 96.0; D = 5.1; E = 1; F = 3.0; G = /; H = 1; I = 1.7; J = 2.8; K = 1348

> CCCCn1ccnc1C(=O)c1ccc(S(=O)(=O)N(CCOC)CCOC)cc1
  A = 13.3; B = 6.1; C = 96.1; D = 4.8; E = 0.9; F = 14.2; G = /; H = 1; I = -0.3; J = 8.9; K = 1499

> N/C(=N/OC(=O)c1ccccc1Cl)c1nonc1N
  A = 13.3; B = -6.6; C = 92.4; D = -2.0; E = 1.1; F = 3.0; G = -0.897; H = 1; I = -10.7; J = -1.1; K = 1505

> COc1cc(CC(NC(C)=O)C(=O)NC2CCN(C(=O)Nc3ccccc3Cl)CC2)cc(OC)c1 (centres undefined)
  A = -7.1; B = -6.1; C = 108.0; D = -1.3; E = 1.1; F = 1.9; G = -0.324; H = 1.1; I = -4.3; J = -9.3; K = 1441

> O=C(O)CCN1CCc2ccccc2C1c1cccs1 (centres undefined)
  A = -3.0; B = 6.3; C = 103.0; D = -4.8; E = 0.9; F = -3.8; G = 0.0217; H = 1.1; I = -2.4; J = -2.2; K = 1580

> c1ccc(Nc2nc(N3CCCCC3)nc(N3CCCCC3)n2)cc1
  A = 11.7; B = 20.6; C = 93.0; D = 1.6; E = 0.8; F = 10.0; G = /; H = 1; I = -0.7; J = 3.2; K = 1491

> COC(=O)c1ccc2c(=O)n(-c3ccc(OC)cc3)c(=S)[nH]c2c1
  A = 3.6; B = -0.9; C = 100.7; D = 0.8; E = 1; F = -1.7; G = 0.265; H = 1; I = -1.4; J = -2.3; K = 1573

> O=C(N1CCOCC1)N1CCN(c2ccccn2)CC1
  A = 10.2; B = 8.5; C = 94.0; D = -1.1; E = 0.9; F = 6.3; G = /; H = 1; I = -3.3; J = 2.7; K = 1829

> CN(C)CCCN(Cc1ccccc1)C(=S)Nc1ccc(SC(F)F)cc1
  A = -2.7; B = 21.6; C = 108.4; D = 5.8; E = 0.8; F = -2.7; G = -1.75; H = 1; I = 4.0; J = 5.4; K = 1717

> CCc1c(C)n([O-])c2c([n+]1=O)CCC2
  A = 1.0; B = 13.9; C = 100.8; D = 4.0; E = 0.9; F = 0.6; G = /; H = 1; I = 3.1; J = -0.4; K = 1278

> O=C(Nc1ccccc1N1CCCCC1)c1ccc(Cl)c([N+](=O)[O-])c1
  A = -8.7; B = 11.2; C = 109.2; D = -1.9; E = 0.9; F = 1.5; G = -0.0315; H = 1; I = 5.8; J = -0.2; K = 1401

> COc1cccc(C(C(=O)NC2CCCC2)N(Cc2ccc(C)cc2)C(=O)c2ccco2)c1OC (centres undefined)
  A = -8.2; B = 7.9; C = 109.5; D = 8.1; E = 0.9; F = -8.6; G = /; H = 1; I = 1.5; J = 2.5; K = 1582

> COc1ccc(Cl)cc1N1C(=O)C2CCCN2C1c1sccc1C (centres undefined)
  A = -18.6; B = -5.3; C = 122.2; D = 3.5; E = 1.1; F = 8.3; G = /; H = 1; I = -0.8; J = 1.0; K = 1510

# Reprinted at random: 7 compounds from above
# Abbreviations: A = STAT3 inh; B = bIAP inh; C = STAT3 activator; D = PPARg SRC2 recr; E = bIAP activator; F = PPARg SRC-3 ag; G = ROMK primary; H = TNAP act hiacc; I = STAT1 inh; J = PPARg SRC1 recr; K = SRC2 TRFRET art
> c1ccc(Nc2nc(N3CCCCC3)nc(N3CCCCC3)n2)cc1
  A = 11.7; B = 20.6; C = 93.0; D = 1.6; E = 0.8; F = 10.0; G = /; H = 1; I = -0.7; J = 3.2; K = 1491

> CN(C)CCCN(Cc1ccccc1)C(=S)Nc1ccc(SC(F)F)cc1
  A = -2.7; B = 21.6; C = 108.4; D = 5.8; E = 0.8; F = -2.7; G = -1.75; H = 1; I = 4.0; J = 5.4; K = 1717

> O=C(O)CCN1CCc2ccccc2C1c1cccs1 (centres undefined)
  A = -3.0; B = 6.3; C = 103.0; D = -4.8; E = 0.9; F = -3.8; G = 0.0217; H = 1.1; I = -2.4; J = -2.2; K = 1580

> CCCCn1ccnc1C(=O)c1ccc(S(=O)(=O)N(CCOC)CCOC)cc1
  A = 13.3; B = 6.1; C = 96.1; D = 4.8; E = 0.9; F = 14.2; G = /; H = 1; I = -0.3; J = 8.9; K = 1499

> N/C(=N/OC(=O)c1ccccc1Cl)c1nonc1N
  A = 13.3; B = -6.6; C = 92.4; D = -2.0; E = 1.1; F = 3.0; G = -0.897; H = 1; I = -10.7; J = -1.1; K = 1505

> COc1cccc(C(C(=O)NC2CCCC2)N(Cc2ccc(C)cc2)C(=O)c2ccco2)c1OC (centres undefined)
  A = -8.2; B = 7.9; C = 109.5; D = 8.1; E = 0.9; F = -8.6; G = /; H = 1; I = 1.5; J = 2.5; K = 1582

> COC(=O)c1ccc2c(=O)n(-c3ccc(OC)cc3)c(=S)[nH]c2c1
  A = 3.6; B = -0.9; C = 100.7; D = 0.8; E = 1; F = -1.7; G = 0.265; H = 1; I = -1.4; J = -2.3; K = 1573
